PG9 binder: small molecules binding HIV-1 gp120 antibody PG9. 360,000 tested, 0.43% active. TR-FRET gp120-PG9 antibody binding. inhibition, % at 6.7 µM; in the data active means inhibition above about 8.5%
TDP2 inh: TDP2 (human) inhibition, absorbance primary screen. inhibition, % at 12.8 µM. O95551. recombinant TDP2, T5PNP hydrolysis, p-nitrophenol absorbance 415 nm. 370,000 tested, 0.34% active;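 active means inhibition above the mean of all tested compounds plus 3 SD, set per campaign, cut at about 25% in these data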;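 further: 0% = DMSO with enzyme and 100% = buffer with substrate but no TDP2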
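Assay system: Recombinant human TDP2 | Quantity: 120 nM TDP2 per well | Incubation: 2 h at 37 °C | Signal: Epi absorbance | Evaluation: Percent inhibition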
LEDGF integ inh: blocks HIV-1 LEDGF/p75-dependent DNA integration; 370,000 tested, 0.64% active; AID 743269; inhibition, % at 3.7 µM; TR-FRET IN-LEDGF/p75 DNA integration, Eu/Cy5;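 active means inhibition above the screen-wide mean plus 3 SD, cut at about 13% in these data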;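 further: signal is the Cy5 over europium emission ratio at 671 and 618 nm; 0% = plate median of compound wells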
SIAE inh: blocks human sialic acid acetylesterase; 370,000 tested, 0.69% active; inhibition, % at 9.66 µM; SIAE FP-Rh probe binding, fluorescence polarization; Q9HAT2;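 active means inhibition above a cutoff: mean of compounds within the control limits plus 3 SD of those, cut at about 17% in these data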;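 further: 0% = plate median of compound wells and 100% = probe without SIAE protein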
Target sequence (Q9HAT2 whole entry, looked up): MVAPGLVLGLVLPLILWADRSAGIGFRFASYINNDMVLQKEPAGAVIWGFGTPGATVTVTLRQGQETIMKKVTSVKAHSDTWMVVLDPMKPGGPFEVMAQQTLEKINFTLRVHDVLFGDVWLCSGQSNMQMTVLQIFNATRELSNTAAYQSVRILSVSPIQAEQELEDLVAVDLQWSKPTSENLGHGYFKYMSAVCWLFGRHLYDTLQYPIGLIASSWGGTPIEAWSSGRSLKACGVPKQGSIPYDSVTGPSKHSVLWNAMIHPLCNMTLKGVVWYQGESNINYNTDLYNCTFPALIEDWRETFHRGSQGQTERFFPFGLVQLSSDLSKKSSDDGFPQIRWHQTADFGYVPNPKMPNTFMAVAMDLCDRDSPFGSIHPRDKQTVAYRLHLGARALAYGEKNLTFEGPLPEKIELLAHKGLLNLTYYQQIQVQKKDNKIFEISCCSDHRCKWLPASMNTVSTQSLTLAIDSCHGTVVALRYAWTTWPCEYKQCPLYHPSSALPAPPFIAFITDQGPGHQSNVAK
PRMT1 FP inh: PRMT1 (human) inhibition, primary screen; AID 652257; 370,000 tested, 1.3% active; Q99873; inhibition, % at 2.79 µM; recombinant PRMT1, activity-based probe fluorescence polarization;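 active means inhibition above about 21% made by adding two undisclosed values, limit read from the data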
TCR-CD3 inh: human TCR-CD3 binding inhibition | TAMRA-labeled TCR probe fluorescence, biochemical | inhibition, % at 9.4 µM | 360,000 tested, 0.37% active; in the data active means inhibition above about 19%;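 further: recombinant mutant TCR 2C K166C tagged with TAMRA read by polarization; 0% = receptor in buffer alone and 100% = receptor with positive control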
DDE Tn7 FP inh: inhibitors of Tn7 peptide binding to human fibrin DD(E). FP displacement of FITC-Tn7 peptide from fibrin DD(E); 0% = median of compound wells per plate. P02675. inhibition, % at 8.3 µM. 370,000 tested, 0.13% active. AID 720508;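 active means inhibition above the mean of compounds falling within the control limits plus 3 SD of them, cut at about 14% in these data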;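 further: 0% = plate median of compound wells and 100% = 10 µM Aha-Tn7 peptide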
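System: human fibrin DD(E); quantity: Fibrin-DD(E) at 2 µM final; also added: fluorescent Tn7 probe at 0.1 µM; compound dosing: single nominal test concentration of 8.3 µM per compound; schedule: 10 min preincubation, 3 h with tracer, room temperature; detection: fluorescence polarization of the labelled Tn7 tracer; repeats: one replicate per compound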
UHRF1 MBD2 ctr: UHRF1 methyl-DNA binding inhibition. 370,000 tested, 0.75% active. UHRF1 binding to methylated oligo, TR-FRET. inhibition, % at 4.4 µM; in the data active means inhibition above about 21%;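 further: UHRF1 SRA domain binding a hemimethylated CpG hairpin DNA probe; 0% = median of test compound wells and 100% = reference inhibitor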
HTRA1 inhibitor: blocks human HTRA1 serine peptidase | recombinant HTRA1, FP-rhodamine activity-based probe, fluorescence polarization | inhibition, % at 5.96 µM | 340,000 tested, 0.5% active | AID 504803; in the data active means inhibition above about 36%;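 further: 0% = enzyme with DMSO and 100% = wells lacking enzyme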
Target sequence (Q92743 whole entry, looked up): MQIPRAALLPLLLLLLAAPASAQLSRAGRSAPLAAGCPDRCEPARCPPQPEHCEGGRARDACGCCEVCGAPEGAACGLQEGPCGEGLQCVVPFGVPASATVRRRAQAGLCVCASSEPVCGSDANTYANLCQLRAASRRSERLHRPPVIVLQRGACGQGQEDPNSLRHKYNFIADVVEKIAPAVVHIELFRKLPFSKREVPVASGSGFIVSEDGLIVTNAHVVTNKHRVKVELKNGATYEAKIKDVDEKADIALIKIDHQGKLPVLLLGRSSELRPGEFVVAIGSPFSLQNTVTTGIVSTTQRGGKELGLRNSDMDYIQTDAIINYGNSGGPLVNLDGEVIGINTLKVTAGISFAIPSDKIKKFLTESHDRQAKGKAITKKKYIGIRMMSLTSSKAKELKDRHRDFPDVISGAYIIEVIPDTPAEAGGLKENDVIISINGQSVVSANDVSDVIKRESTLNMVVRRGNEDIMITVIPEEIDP
mABHD4 FP: inhibits mouse alpha/beta hydrolase domain 4. Q8VD66. purified mABHD4, FP-Rh probe fluorescence polarization. inhibition, % at 8.92 µM. 370,000 tested, 0.54% active. AID 720543;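 active means inhibition exceeding the mean over every tested compound plus 3 SD, cut at about 30% in these data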;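 further: 0% = plate median of compound wells and 100% = S159A mutant with DMSO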
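Test system: mABHD4 protein; Read-out basis: % inhibition; Incubation: 45 min + 60 min at 25 °C; Repeats: single replicate; Technique: fluorescence polarization with parallel and perpendicular emission, 525/598 nm; Compound: 8.92 µM, single dose; Benchmarks: full inhibition S159A mutant plus DMSO, zero as sample-well median.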
An asterisk follows results filed as active; . = no result given.

A first look:
SMILES | PG9 binder | TDP2 inh | LEDGF integ inh | SIAE inh | PRMT1 FP inh | TCR-CD3 inh | DDE Tn7 FP inh | UHRF1 MBD2 ctr | HTRA1 inhibitor | mABHD4 FP
CCC(=O)c1cn(CC(=O)NCc2cccnc2)c2ccccc12 | -0.4 | 9.8 | 0.3 | 9.4 | 0.5 | 8.3 | -4.9 | -2.0 | -0.9 | 2.3
O=c1c(-c2ccc(F)cc2)coc2cc(O)ccc12 | -3.7 | -10.9 | 6.2 | 8.0 | -0.5 | 1.9 | -9.5 | -6.6 | -20.1 | -4.9
CC(C)(C)c1ccc(-c2noc(-c3ccno3)n2)cc1 | 0.7 | 5.6 | -4.2 | -5.9 | 2.3 | -3.4 | 0.7 | 0.1 | -2.2 | -1.5

All compounds of this part, from the first entry:
SMILES | PG9 binder | TDP2 inh | LEDGF integ inh | SIAE inh | PRMT1 FP inh | TCR-CD3 inh | DDE Tn7 FP inh | UHRF1 MBD2 ctr | HTRA1 inhibitor | mABHD4 FP
CCC(=O)c1cn(CC(=O)NCc2cccnc2)c2ccccc12 | -0.4 | 9.8 | 0.3 | 9.4 | 0.5 | 8.3 | -4.9 | -2.0 | -0.9 | 2.3
O=c1c(-c2ccc(F)cc2)coc2cc(O)ccc12 | -3.7 | -10.9 | 6.2 | 8.0 | -0.5 | 1.9 | -9.5 | -6.6 | -20.1 | -4.9
CC(C)(C)c1ccc(-c2noc(-c3ccno3)n2)cc1 | 0.7 | 5.6 | -4.2 | -5.9 | 2.3 | -3.4 | 0.7 | 0.1 | -2.2 | -1.5
CCn1cc(CN2CCCC(CNC(=O)COc3ccccc3OC)C2)c(C)n1 (centres undefined) | -1.3 | -8.5 | -0.5 | 2.6 | -9.9 | 2.4 | 0.1 | -1.7 | -0.1 | -0.2
Cn1cc([N+](=O)[O-])c(C(=O)N(Cc2ccccc2)Cc2ccccc2)n1 | 2.0 | 1.6 | 3.3 | -4.8 | -0.6 | -1.3 | -1.8 | 10.0 | -0.1 | -16.3
CCOC(=O)CCCCCC(=O)Nc1ccc2c(c1)C(=O)N([C@H](C)CO)C[C@@H](C)[C@@H](CN(C)S(=O)(=O)c1ccc(C)cc1)OCCCC[C@H](C)O2 | -1.4 | -4.6 | -0.3 | 4.2 | -2.4 | 7.1 | -0.2 | 18.5 | . | 6.0
CC1Sc2ccc(S(=O)(=O)CCC(=O)NCc3cccs3)cc2NC1=O (centres undefined) | -1.6 | 0.9 | 0.7 | -0.1 | 1.1 | -6.4 | -11.8 | 14.5 | -0.5 | 5.5
CCN(CC)S(=O)(=O)c1ccc2c(c1)nc(SCC(=O)N1CCCCCC1)n2-c1ccc(OC)cc1 | 0.9 | -3.5 | -1.3 | -8.6 | -3.8 | 9.2 | -7.8 | -3.9 | -38.8 | -5.2
Cc1ccc(/C=C/C(=O)N2CCN(c3ncccn3)CC2)o1 | -1.8 | -5.8 | 2.9 | -0.7 | 50.5* | 6.0 | 8.2 | -2.4 | -0.4 | -2.8
O=C(c1cccc(S(=O)(=O)Nc2ccccc2Cl)c1)N1CCN(c2ccccc2O)CC1 | -2.1 | 1.7 | -1.9 | -0.5 | 2.0 | -2.5 | 2.3 | 21.4* | -3.2 | 0.8
CCOCCOC(=O)C1=C(C)N(C)C(=O)NC1c1cc(Cl)c(O)c(OCC)c1 (centres undefined) | -2.8 | -16.4 | -4.5 | 3.0 | 6.5 | -5.4 | -7.5 | 7.4 | 3.8 | -8.4
CCCCN(C(=O)CCC(=O)OCC(=O)NCc1ccccc1)c1c(N)n(CCC)c(=O)[nH]c1=O | -0.2 | -0.7 | 0.6 | -1.6 | -0.9 | 7.3 | 4.3 | -0.4 | 6.1 | 3.2
O=C(CSc1nnnn1Cc1ccccc1)N1CCN(c2ccccc2)CC1 | -1.3 | -10.6 | 0.3 | -1.0 | 1.6 | 2.6 | -2.7 | -0.8 | 2.0 | 6.3
CN(CC(=O)Nc1ccccc1Br)C(=O)c1ccccc1OCc1ccc(F)cc1 | 0.9 | -12.6 | 0.6 | -6.3 | -2.8 | -9.0 | -0.3 | 4.9 | -4.5 | -7.2
Cc1ccn2c(NC(=O)c3cccs3)c(-c3ccccc3)nc2c1 | -1.6 | 9.5 | -0.5 | 0.1 | -1.2 | 2.6 | -3.7 | -4.1 | -8.0 | -3.1
CCOc1ccc(NC(=O)CS(=O)CC(=O)N(CC(=O)NC(C)(C)C)C2CCCC2)cc1 (centres undefined) | -2.0 | 16.8 | 2.5 | 12.8 | 1.5 | 1.8 | 3.2 | 0.9 | 1.8 | -3.5
CNc1nccc(-c2ccc(Cl)cc2)c1C#N | -1.9 | -1.8 | 1.4 | 1.4 | 0.5 | 1.6 | 0.3 | -1.4 | -0.8 | -6.2
COc1ccc(NC(=O)N2CCN(S(=O)(=O)c3ccc(F)cc3)CC2)c(OC)c1 | -3.5 | -0.4 | 1.6 | 3.6 | -1.4 | 9.0 | -0.1 | -0.1 | -1.4 | -1.9
COC(=O)[C@]12C[C@H](CC(=O)NCc3ccc(OC)c(OC)c3)C(=O)N(Cc3cccc4ccccc34)C1=C[C@H](C(C)C)O[C@@H]2C1CC1 | . | -2.9 | -1.3 | 2.6 | 2.9 | . | -1.6 | 2.3 | . | -13.0
CCOC(=O)c1c(C)[nH]c(C(=O)CN2C(=O)NC(C)(C)C2=O)c1C | -0.5 | 12.4 | 0.8 | -4.2 | -1.1 | -4.0 | -2.4 | 2.9 | -2.4 | 1.2
CCOC(=O)c1cc2c(=O)n3ccccc3nc2n(Cc2ccccc2)c1=N | 0.9 | -4.8 | -2.1 | -5.5 | 0.2 | -1.3 | 3.6 | -2.0 | -3.4 | 0.8
CCN(CC)C(=O)CN1C(=O)NC2(CCc3ccccc3C2)C1=O (centres undefined) | -2.3 | 3.0 | 1.4 | 2.6 | -3.2 | -0.7 | -8.9 | 0.2 | -7.2 | -7.7
N=C1/C(=C\c2ccc(-c3cc(Cl)cc(Cl)c3)o2)C(=O)N=C2SC=C(c3ccccc3)N12 | -3.6 | -5.1 | 2.6 | -2.5 | 1.3 | -0.1 | -7.8 | 2.2 | -13.4 | -11.3
Cc1ccc(OCc2cc(C(=O)N3CCCC(O)C3)no2)cn1 (centres undefined) | -1.1 | 7.4 | -4.5 | 0.0 | 2.1 | 0.8 | -2.3 | 0.1 | 1.6 | -1.0
CC(=O)c1sc(NC(=O)CCS(=O)(=O)c2ccc(C)cc2)nc1C | 1.3 | -4.0 | -7.8 | 4.2 | 4.8 | -3.2 | -0.3 | 1.0 | 2.6 | -0.6
(cont.)
SMILES | PG9 binder | TDP2 inh | LEDGF integ inh | SIAE inh | PRMT1 FP inh | TCR-CD3 inh | DDE Tn7 FP inh | UHRF1 MBD2 ctr | HTRA1 inhibitor | mABHD4 FP
Cc1cccc2sc(N3CCN(C(=O)C4COc5ccccc5O4)CC3)nc12 (centres undefined) | 1.8 | 14.4 | -3.4 | 0.3 | 0.2 | -5.6 | 0.2 | -0.9 | -26.4 | -6.3
CCOC(=O)C1CCCN(C(=O)c2ccc([N+](=O)[O-])c(C)c2)C1 (centres undefined) | -3.5 | -5.7 | 0.3 | -4.6 | 1.0 | 3.5 | -5.0 | -1.7 | 6.1 | -2.2
COc1cc(C(O)P(=O)(OC(C)C)c2ccc(N(C)C)cc2)cc(OC)c1OC (centres undefined) | -2.2 | -9.9 | -1.5 | -0.7 | 2.2 | 2.6 | 2.3 | -0.1 | 3.7 | 1.9
CS(=O)(=O)N(CC(=O)N1CCCC1)c1ccc(OCc2ccccc2)cc1 | -0.1 | 1.9 | -1.4 | 4.2 | -3.4 | -8.1 | 0.4 | -1.2 | 7.8 | 1.4
CCC(CC)c1nnc(NC(=O)CCc2ccc(OC)cc2)s1 | 0.0 | -1.0 | 1.3 | 1.1 | 0.8 | 3.2 | -3.4 | 0.5 | -6.3 | 1.3
Cc1ccc(CNc2nc(C)c(C(=O)N(C)C)s2)cc1 | 2.1 | 2.8 | 0.8 | 13.1 | -2.8 | -8.8 | -3.7 | -0.6 | 1.3 | 3.9
Cn1c(Cc2ccccc2)nnc1SCc1ccc(C(=O)O)cc1 | 0.5 | -9.0 | -5.1 | -10.4 | 3.0 | 4.6 | 0.4 | 7.9 | 8.2 | -2.9
N#C/C=C/N1CCN(C(=O)c2ccco2)CC1 | -0.1 | -6.3 | -0.6 | 3.9 | 7.8 | -3.6 | 1.2 | 3.5 | 4.3 | -9.5
C=CCNC(=O)/C(C#N)=C/c1ccc(OS(=O)(=O)c2ccc(C)cc2)c(OC)c1 | -1.2 | 7.7 | -1.5 | 5.4 | -0.9 | 9.2 | 4.2 | 0.8 | -14.9 | -6.8
O=C(O)c1cnccn1 | -0.6 | -1.4 | 1.0 | 0.2 | 4.8 | -4.1 | 3.8 | 3.4 | 2.3 | -6.3
COc1ccc(N(C(=O)c2ccco2)S(=O)(=O)c2cccc([N+](=O)[O-])c2)cc1 | -4.3 | -9.8 | 0.4 | -2.0 | 1.1 | 1.3 | 0.2 | 2.4 | -1.2 | -0.9
CSC1=NCCN1C(=O)c1cccc(Br)c1 | -2.3 | -5.8 | 2.1 | -3.2 | 0.5 | 1.2 | -5.3 | 3.7 | 1.6 | 0.5
COc1ccc(CCN(C)C(=O)c2ccc(S(=O)(=O)Nc3ccccc3C)cc2)cc1OC | -1.6 | 1.1 | -0.4 | -5.4 | -2.5 | 7.0 | -1.7 | -0.8 | . | -1.0
CN1CCC(OC(c2ccccc2)c2ccc(Cl)cc2)C1 (centres undefined) | 2.3 | 6.6 | 1.6 | 2.5 | 3.2 | 30.7* | 3.7 | -2.7 | 3.9 | 3.7
Cc1cc(=O)[nH]c(N/N=C/c2cccs2)n1 | -0.2 | 3.6 | -1.6 | 1.9 | -0.5 | 2.5 | 3.0 | -3.2 | 2.9 | 6.8
COC(=O)c1ccc(C2C(C#N)=C(N)Oc3cc(O)ccc32)cc1 (centres undefined) | -1.3 | -3.6 | 6.2 | 4.3 | -1.1 | 2.8 | -8.4 | -0.9 | -5.8 | 1.8
CN(C1CCCCC1)S(=O)(=O)c1ccc(C(=O)Nc2sc3c(c2C(N)=O)CC(C)(C)NC3(C)C)cc1 | -3.3 | 5.5 | -1.7 | -4.2 | 2.7 | 4.1 | -2.3 | -2.4 | -0.1 | 3.1
COc1ccc(NC(=O)CSC(C)c2nc3ccccc3c(=O)[nH]2)cc1 (centres undefined) | 1.1 | -3.1 | -2.1 | 5.8 | 2.2 | 0.5 | -2.2 | -3.8 | 4.3 | 2.8
COc1cccc(NC(=S)N(CCCN2CCCC2)Cc2ccco2)c1 | 1.1 | -1.3 | -4.5 | 5.0 | 2.6 | -6.3 | 4.8 | 2.3 | 4.3 | -3.2
Cc1cc(C(=O)NN=C(CCC(=O)O)c2cccs2)c(C)o1 | 0.6 | -13.6 | -3.2 | -4.2 | 1.2 | 4.7 | -2.0 | -1.4 | 1.2 | -3.2
